14-3-3 PPI = modulators of 14-3-3 gamma protein binding, primary screen, biochemical, fluorescence polarization; AID 422, 2006; 0.19% of 160,000 active; 14-3-3 protein gamma (Homo sapiens), P61981; inhibition, % at 40 µM; FP, 14-3-3gamma / TMR-pS259-Raf peptide binding; in the data active = inhibition above about 30%;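 note: 0% = protein plus tracer without compound and 100% = blank with tracer alone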
Target sequence (P61981 whole entry, looked up): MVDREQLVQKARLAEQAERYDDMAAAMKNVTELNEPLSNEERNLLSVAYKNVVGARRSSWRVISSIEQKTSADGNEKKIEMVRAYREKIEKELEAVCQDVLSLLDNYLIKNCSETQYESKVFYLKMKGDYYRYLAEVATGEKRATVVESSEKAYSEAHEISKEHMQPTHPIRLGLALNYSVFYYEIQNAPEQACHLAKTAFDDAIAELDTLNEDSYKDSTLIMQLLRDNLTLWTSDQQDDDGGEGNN
* marks the source's active call; other numbers are inactive results; & = joins results of further samples.

A first look:
SMILES	14-3-3 PPI
CC(=O)N(C1=C(NC(C)C)C(=O)c2ccccc2C1=O)c1cccc(Br)c1	-15
Cc1ccccc1C(=O)Nc1cc2c(ccc3ccccc32)oc1=O	-1
Cc1ccc2c(c1)c1n[nH]c(=S)nc1n2C	-8
COc1ccc(-c2nc(CSCC(=O)N3CCN(C(=O)c4ccco4)CC3)c(C)o2)cc1OC	-2
O=C(c1cc2nc(-c3ccccc3)cc(-c3ccccc3)n2n1)N1CCCCCC1	2
Cc1ccnc(SCCn2c(N3CCCCC3)nc3c2c(=O)[nH]c(=O)n3C)n1	-7
COc1cccc(-n2c(=O)c3c(C)c(C(=O)N(C)C)sc3n(CC(=O)NC3CCCC3)c2=O)c1	2

The listing, previewed entries included:
SMILES	14-3-3 PPI
CC(=O)N(C1=C(NC(C)C)C(=O)c2ccccc2C1=O)c1cccc(Br)c1	-15
Cc1ccccc1C(=O)Nc1cc2c(ccc3ccccc32)oc1=O	-1
Cc1ccc2c(c1)c1n[nH]c(=S)nc1n2C	-8
COc1ccc(-c2nc(CSCC(=O)N3CCN(C(=O)c4ccco4)CC3)c(C)o2)cc1OC	-2
O=C(c1cc2nc(-c3ccccc3)cc(-c3ccccc3)n2n1)N1CCCCCC1	2
Cc1ccnc(SCCn2c(N3CCCCC3)nc3c2c(=O)[nH]c(=O)n3C)n1	-7
COc1cccc(-n2c(=O)c3c(C)c(C(=O)N(C)C)sc3n(CC(=O)NC3CCCC3)c2=O)c1	2
CCc1ccc(-c2csc(-c3cc4cc([N+](=O)[O-])ccc4oc3=O)n2)cc1	-25
CCc1nnc(NC(=O)CCC(=O)N2CCN(Cc3cc(F)ccc3OC)CC2)s1	-12
COc1ccc(CSc2nncn2N)cc1Br	-20
CCCCOCCCNC(=O)c1ccc(NC(C)=O)cc1	-1
CC(=O)Nc1nnc(CCS(=O)(=O)c2ccc(C)cc2)s1	0
c1ccc2[nH]c(CN3CCCCC3)nc2c1	-2
CSc1nc(C)cc(OCC(=O)N2CCOCC2)n1	-3
CC(=O)Nc1sc2c(c1C(=O)Nc1cccc(Cl)c1)CCC(C)C2 (stereo not drawn)	-7
O=C(CCN1CCCCCC1)Nc1ccc(F)c(F)c1	0
CC1CCCC(NC(=O)c2cc(=O)[nH]c3ccc(Br)cc23)C1C (stereo not drawn)	-7
CC1CCN(c2nnc(N3CCC(C)CC3)c3ccccc23)CC1	5
CCOC(=O)N1CCC(NC(=O)COc2cc(=O)n(C)c3ccccc23)CC1	1
Cc1ccc(S(=O)(=O)N2CCSC2c2cccc([N+](=O)[O-])c2)cc1 (stereo not drawn)	-3
CSc1nc(-c2ccco2)nn1C(=O)c1ccco1	1
COc1ccc(CCNC(=O)C(=O)Nc2ccc3c(c2)OCCO3)cc1OC	-5
Cc1cc(NCCCN2CCOCC2)n2ncc(-c3ccc(Cl)cc3)c2n1	-4
O=C(CSc1nc2ccccc2s1)N1N=C(c2cccs2)CC1c1ccc(F)cc1 (stereo not drawn)	-3
CCOC(=O)c1c(NC(=O)COc2ccccc2)sc(C(C)=O)c1C	-30

Next section (6 carried over from the part before).
SMILES	14-3-3 PPI
Cc1ccc(S(=O)(=O)N2CCSC2c2cccc([N+](=O)[O-])c2)cc1 (stereo not drawn)	-3
CSc1nc(-c2ccco2)nn1C(=O)c1ccco1	1
COc1ccc(CCNC(=O)C(=O)Nc2ccc3c(c2)OCCO3)cc1OC	-5
Cc1cc(NCCCN2CCOCC2)n2ncc(-c3ccc(Cl)cc3)c2n1	-4
O=C(CSc1nc2ccccc2s1)N1N=C(c2cccs2)CC1c1ccc(F)cc1 (stereo not drawn)	-3
CCOC(=O)c1c(NC(=O)COc2ccccc2)sc(C(C)=O)c1C	-30
O=c1oc2ccccc2cc1-c1nc(-c2ccc(C(F)(F)F)cc2)no1	-7
Oc1ccc(Cl)cc1C=Nc1ccc(-c2nc3cc(Cl)ccc3o2)cc1	84*
Cc1ccc2c(c1)NC(=O)C(CC(=O)NCCCN1CCN(c3cc(C)ccc3C)CC1)O2 (stereo not drawn)	-9
Nc1ccccc1Sc1ccc(S(=O)(=O)N2CCOCC2)cc1C(=O)O	2
CCOC(=O)c1cc2nc(Nc3ccc(OC)cc3)sc2s1	-121
Cc1ccc(C2CC(=O)C3=C(C2)Nc2ccccc2NC3c2ccccc2F)cc1 (stereo not drawn)	-8
COc1ccc(OC)c(-n2c(=S)[nH]c3cc(C(=O)NCc4ccccc4Cl)ccc3c2=O)c1	-7
O=C(c1ccc(S(=O)(=O)N2CCOCC2)cc1)N1CCCCC1c1cccnc1 (stereo not drawn)	-4
CC1CCN(C(=O)CSc2nnc(CNC(=O)COc3ccc(Cl)cc3)o2)CC1	-8
CCN1CCN(Cc2nc3c(c(=O)n(C)c(=O)n3C)n2Cc2ccccc2Cl)CC1	4
OCCCc1nc2n(n1)C(c1ccccc1Cl)C=C(c1cccs1)N2 (stereo not drawn)	-17&0
Cc1ccn2c(-c3csc(NCc4ccco4)n3)c(C)nc2c1	-1
Cc1ccc2nc(-c3cccc([N+](=O)[O-])c3)cc(C(=O)OCC(=O)c3ccccc3)c2c1	-33
c1ccc(-c2cn3nc4c(nc3n2)CCCC4)cc1	-75
COc1ccc(CNC(=O)Cn2nc(-c3ccccc3)ccc2=O)c(OC)c1	-4
O=C(CCCCCn1c(=O)[nH]c2ccsc2c1=O)N1CCN(c2ccc([N+](=O)[O-])cc2)CC1	-12
COc1ccc(S(=O)(=O)N2CCCC2C(=O)Nc2nnc(-c3cccnc3)s2)cc1 (stereo not drawn)	-10
O=C(NCc1ccc(Cl)cc1)c1cc2nc(-c3ccccc3)cc(C(F)(F)F)n2n1	-3
CN=C1c2ccccc2CN1c1cccc(C(=O)OC)c1	-4
COc1ccc(-n2nc(C(=O)N3CCCCCC3)c3ccccc3c2=O)cc1	2
CC1=C(C(N)=O)C(c2ccccc2Cl)n2nc(SCc3ccccc3F)nc2N1 (stereo not drawn)	-6
Cc1ccc2cc3cc(C(=O)N4CCC(C(N)=O)CC4)oc3nc2c1	-6
COc1ccc(N2CCN(C3CC(=O)N(c4cccc(C)c4)C3=O)CC2)cc1 (stereo not drawn)	-7
O=C(NCC1CCCO1)c1ccc(Cn2c(=S)[nH]c3cc4c(cc3c2=O)OCO4)cc1 (stereo not drawn)	-10
CCOC(=O)C1C(=O)C=C(c2cccs2)CC1c1ccccc1OCC (stereo not drawn)	1
Remaining list, next part.
SMILES	14-3-3 PPI
Nc1nc(CCl)nc(N2CCOCC2)n1	-10
O=C(CSc1nnc(-c2ccc3c(c2)OCCO3)o1)N1CCCCC1	-5
Cc1n[nH]c(C)c1Br	-132
COCCn1nnnc1C(c1cc2ccc(OC)cc2[nH]c1=O)N1CCN(C2CCCCC2)CC1 (stereo not drawn)	-19
O=C(NCc1ccncc1)c1c(O)c2cccc3c2n(c1=O)CCC3	-2
CC(C)(C)Nc1cccccc1=NCc1ccccc1	-8
O=C(CCCN1C(=O)SC(=Cc2ccccc2)C1=S)Nc1ccccc1C(=O)O	-15
CCc1cc2c(=O)c(-c3nc4ccccc4s3)coc2cc1OC(=O)c1ccc(OC)cc1	-21
COc1ccccc1N1CCN(C(c2cc3cc(C)ccc3[nH]c2=O)c2nnnn2C2CCCC2)CC1 (stereo not drawn)	-6
CCOc1ccc(C(=O)Nc2ccc(NC(=O)c3cccc(Cl)c3)cc2)cc1Br	4
CC12CC(c3ccccc3O1)N(C(=O)c1cccs1)C(=O)N2c1ccc(Cl)cc1 (stereo not drawn)	3
Cc1cc(C2(C(F)(F)F)NCCNC2=O)cc(C)c1O (stereo not drawn)	-6
O=C(Cn1ncc2c(=O)oc3ccccc3c21)NCCN1CCN(c2ccccc2F)CC1	-4
C=CCNC(=O)CN(c1ccc(F)c(Cl)c1)S(C)(=O)=O	-7
COC(=O)C1C(=O)c2c([nH]c(C(=O)OC3CCCCCC3)c2C)CC1C (stereo not drawn)	0
O=C(OCC(=O)N1CCOCC1)c1ccc2c(c1)OCCO2	-10
CCOc1ccc(-n2c(SCC(=O)Nc3ccc(OC)cc3)nc3c(c2=O)SCC3)cc1	1
CCOC(=O)CC(=O)c1cc(OC)c(OC)c(OC)c1	-7
Cc1ccc(Cn2c(=O)n(Cc3ccccc3Cl)c(=O)c3ccccc32)cc1	1
O=C(CCCn1c(=O)[nH]c2ccccc2c1=O)NCCc1ccccc1	-10
CC1CCCC(N2CCN(C(=O)c3ccc(F)cc3)CC2)C1 (stereo not drawn)	-7
CCOC(=O)c1cc2c(=O)n3ccccc3nc2n(CC(C)C)c1=NC(=O)c1ccc(-c2ccccc2)cc1	-3
Cn1c(=O)c2nc(NCc3ccccc3)cnc2n(C)c1=O	1
O=C1C2CCCCC2C(=O)N1CCC1=CCCCC1 (stereo not drawn)	-7
CCc1ccc(CNS(=O)(=O)c2ccc3[nH]cc(C(=O)O)c(=O)c3c2)cc1	-24

A draw from above in order of SMILES length, largest number first.
SMILES	14-3-3 PPI
O=C(NCc1ccncc1)c1c(O)c2cccc3c2n(c1=O)CCC3	-2
O=C1C2CCCCC2C(=O)N1CCC1=CCCCC1 (stereo not drawn)	-7
Nc1nc(CCl)nc(N2CCOCC2)n1	-10

More results follow:
SMILES	14-3-3 PPI
Cc1cc(I)ccc1NC(=O)CCCCCN1C(=O)c2ccccc2C1=O	-1
COc1ccccc1-c1c(NC(=O)c2ccco2)n(-c2ccccc2)nc(C)c1=O	1
O=C(CSc1nnc(Cn2c(=O)sc3ccccc32)n1-c1ccccc1)Nc1nccs1	-7
CCOc1ccc(Nc2cc(C(=O)NC3CCCC3)c3ccccc3n2)cc1	-28
O=C(CCCCCn1c(=O)[nH]c2ccccc2c1=O)N1CCN(c2ccccc2)CC1	0
CCCOc1ccc(Cn2c(CO)nc3ccccc32)cc1	-4
Oc1cccc2ccc(C=Cc3ccc(Br)o3)nc12	-55
CCOc1ccccc1N1C(=O)CC(Nc2ccc(N3CCOCC3)cc2)C1=O (stereo not drawn)	-6
O=C(c1cc2c(=O)[nH]c3ccccc3c2s1)N1CCN(c2ccc([N+](=O)[O-])cc2)CC1	-20
O=C(Nc1ccc(-c2noc(CCc3ccccc3)n2)cc1)c1cccnc1	-11
O=C(CCCCn1c(=O)c2ccccc2n(Cc2ccc(F)cc2)c1=O)NCc1ccco1	-8
O=C(NCCN1CCOCC1)NC1(C(F)(F)F)Oc2ccc(Cl)cc2O1 (stereo not drawn)	-2
CN(c1cccc(NC(=O)Nc2cccc(Cl)c2)c1)S(C)(=O)=O	-7
CCN(CC)C(=O)c1sc2ncn(Cc3cccc(F)c3)c(=O)c2c1C	-13
COc1ccc(C(=O)Nc2ccc(S(=O)(=O)Nc3nccs3)cc2)cc1	-8
CCCn1c(C(O)c2cc(OC)ccc2OC)nc2ccccc21 (stereo not drawn)	6
O=C(CN1CCN(Cc2cccc(Cl)c2)C1=O)NCc1ccc(F)cc1	-4
CCOC(=O)C1CCC(CN(Cc2ccccc2Cl)S(=O)(=O)c2ccc(C)cc2)CC1 (stereo not drawn)	-8
COc1cccc(-c2nc(=S)c3c(n2Cc2ccco2)CCCC3)c1	2
CC(C(=O)NCC1(c2ccccc2)CCCC1)N1CCOCC1 (stereo not drawn)	-5&-11
Cc1ccc(-c2nnc(CSc3nc(C)nc4sc(C)c(C)c34)o2)cc1	1
CC(C)CCNC(=O)C1CC(=O)OC12CCCCC2 (stereo not drawn)	2
CCOC(=O)C1=C(C)NC(C)=C(C(=O)OCC)C1c1ccc(OC)cc1	-3&6
COc1ccc(C2=CC(c3cccs3)n3c(nc4ccccc43)N2)cc1 (stereo not drawn)	-97
CC1CCN(C(=O)CSc2ccc(-c3ccc(F)cc3)nn2)CC1	-16
Later entries
SMILES	14-3-3 PPI
NC1=NC(=O)C(CC(=O)Nc2ccccc2SC(F)(F)F)S1 (stereo not drawn)	-8
S=c1nc(-c2cccc(Br)c2)[nH][nH]1	-2
Cc1cc2c3c(c1)C1C=CCC1C(c1cccc([N+](=O)[O-])c1)N3CC1CC=CC21 (stereo not drawn)	-47
CCC(=O)N1c2ccc(Cl)cc2C2C=CCC2C1c1cccc2ccccc12 (stereo not drawn)	-69
CC(=O)C1=C(C)NC(SCC(=O)c2ccc(Cl)cc2Cl)=C(C#N)C1c1ccco1 (stereo not drawn)	1
CCNC(=O)COc1ccc2ccccc2c1	8
CC(=O)Oc1ccc(N(C(C)=O)S(=O)(=O)c2ccc3ccccc3c2)cc1Br	0
COc1ccccc1N1C(=O)CC(N2CCN(C(c3ccccc3)c3ccccc3)CC2)C1=O (stereo not drawn)	-2
CCOC(=O)c1cccc(NC(=O)C2CCC(CNc3c(N4CCOCC4)c(=O)c3=O)CC2)c1 (stereo not drawn)	6
COc1ccc(CNC(=O)C2CCC(CNS(=O)(=O)c3ccc(C)cc3)CC2)cc1 (stereo not drawn)	0
O=S(=O)(c1ccc(Cl)c(C(F)(F)F)c1)N1CCN(CC(O)COCC2CCCO2)CC1 (stereo not drawn)	-1
O=C(Cn1c2ccccc2c(=O)c2ccccc21)NCc1ccccc1	-8
c1ccc(C(c2nnnn2C2CCCCC2)N2CCc3ccccc3C2)nc1 (stereo not drawn)	-5
O=C(NCCCN1CCc2ccccc2C1)C1CCCN(S(=O)(=O)c2cccs2)C1 (stereo not drawn)	-5
Cc1noc(C)c1S(=O)(=O)N(CC(=O)N1CCCCCC1)c1ccc(C(C)C)cc1	1
COc1ccc(-n2nnnc2SCC(=O)c2ccc(Cl)cc2)cc1	2
CCCCNC(=O)CC1Nc2c3ccccc3nc(=S)n2C1=O (stereo not drawn)	-5
O=C(CCSCc1ccc(Cl)cc1)NC1CCCC1	2
CCC(C)NC(=O)C(=O)NCC1COc2ccccc2O1 (stereo not drawn)	-9
COc1cccc(NC2CC(=O)N(CCc3ccccc3)C2=O)c1 (stereo not drawn)	-13

Source: PubChem (Emory University Molecular Libraries Screening Center)

This is a subset. The share of hits here may be higher or lower than overall.
